SMARCA2 act = activators of SMARCA2 function. MG213 cells, MMTV-luciferase reporter, dexamethasone, overnight. activation, % at 9.1 µM. 370,000 compounds, 1% hits. AID 652017; in the data active means activation above about 7.8%;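 further: 0% = vehicle wells and 100% = reference activator wells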
ARFGAP1 inhibitor = rat ARFGAP1 inhibition. inhibition, % at 16.5 µM. Q62848. 360,000 compounds, 0.26% hits. Arfgap1-stimulated ARF1 GTP hydrolysis, GDP FP detection;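 active means inhibition above a per-plate limit, mean inhibition of low control wells plus 3 SD, cut at about 25% in these data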;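 further: 0% = DMSO wells with enzyme and 100% = wells lacking Arfgap1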
Target sequence (Q62848 1-136 limits assumed): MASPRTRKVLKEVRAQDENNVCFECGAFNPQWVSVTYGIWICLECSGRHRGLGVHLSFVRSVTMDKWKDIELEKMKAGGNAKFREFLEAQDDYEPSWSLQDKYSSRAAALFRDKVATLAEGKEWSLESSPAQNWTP
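Material: rat Arfgap1 GAP domain (His6, aa 1-136), purified enzyme. Also added: human ARF1(Δ1-17)-GTP substrate. Compound dosing: 16.5 µM single point, 1.26% DMSO. Timing: enzyme reaction 120 min at 25 °C after 20 min preincubation. Signal: GDP detection by fluorescence polarization. Read-out basis: percent inhibition of GAP-stimulated GDP formation, scaled between DMSO and no-Arfgap1 medians.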
PG9 binder = small molecules binding HIV-1 gp120 antibody PG9. 360,000 compounds, 0.43% hits. TR-FRET gp120-PG9 antibody binding. inhibition, % at 6.7 µM; in the data active means inhibition above about 8.5%
ABHD4 inh = inhibits mouse alpha/beta hydrolase domain 4; AID 720543; Q8VD66; 370,000 compounds, 0.54% hits; inhibition, % at 8.92 µM; purified mABHD4, FP-Rh probe fluorescence polarization;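 active means inhibition exceeding the mean over every tested compound plus 3 SD, cut at about 30% in these data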;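 further: 0% = plate median of compound wells and 100% = S159A mutant with DMSO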
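Assay system: mABHD4 protein; medium: HEPES pH 7.0, NaCl, Pluronic buffer; dosing: 8.92 µM, single dose; schedule: 45 min + 60 min at 25 °C; signal: FP readout, ex 525 nm / em 598 nm; read-out: normalized percent inhibition of probe labeling; repeats: single replicate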
HTRA1 inh = inhibitors of human serine peptidase HTRA1; Q92743; recombinant HTRA1, FP-rhodamine activity-based probe, fluorescence polarization; inhibition, % at 5.96 µM; 340,000 compounds, 0.5% hits; AID 504803; in the data active means inhibition above about 36%;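 further: 0% = enzyme with DMSO and 100% = wells lacking enzyme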
ASAP1 inh = ASAP1 ArfGAP inhibition; 360,000 compounds, 0.19% hits; inhibition, % at 16.5 µM; ASAP1-stimulated ARF1 GTP hydrolysis, GDP FP detection; in the data active means inhibition above about 25%;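 further: 0% = vehicle with enzyme and substrate and 100% = no enzyme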
rCAG binder = molecules binding r(CAG) RNA repeats. r(CAG) RNA repeat, TO-PRO-1 dye displacement fluorescence. inhibition, % at 3 µM. 370,000 compounds, 1.3% hits;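 active means inhibition above the plate cutoff, the mean of all test compounds on that plate plus 3 SD, cut at about 35% in these data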;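 further: 0% = DMSO alone and 100% = 100 µM mitoxantrone as full dye displacement; higher means more dye released from RNA so lower well fluorescence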
NPR1 activator = GC-A (human) enzyme activation. activation, % at 10 µM. 370,000 compounds, 0.14% hits. HEK293 GC-A cells, cGMP TR-FRET, EC30 ANP; 0% at EC30 ANP, 100% saturating ANP; in the data active means activation above about 40%
Rev-erbA mod = Rev-erb alpha (human) modulation | activity, % at 10 µM | P20393 | 370,000 compounds, 0.79% hits | AID 1259318 | Rev-erbα–FITC-DNA binding, fluorescence polarization, 90 min;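 active means activity above about 14%, limit read from the data; passing the limit was not always enough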;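 further: 0% = DMSO wells with 35 nM protein and 100% = DMSO wells with 750 nM protein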
Target sequence (P20393 whole entry, looked up): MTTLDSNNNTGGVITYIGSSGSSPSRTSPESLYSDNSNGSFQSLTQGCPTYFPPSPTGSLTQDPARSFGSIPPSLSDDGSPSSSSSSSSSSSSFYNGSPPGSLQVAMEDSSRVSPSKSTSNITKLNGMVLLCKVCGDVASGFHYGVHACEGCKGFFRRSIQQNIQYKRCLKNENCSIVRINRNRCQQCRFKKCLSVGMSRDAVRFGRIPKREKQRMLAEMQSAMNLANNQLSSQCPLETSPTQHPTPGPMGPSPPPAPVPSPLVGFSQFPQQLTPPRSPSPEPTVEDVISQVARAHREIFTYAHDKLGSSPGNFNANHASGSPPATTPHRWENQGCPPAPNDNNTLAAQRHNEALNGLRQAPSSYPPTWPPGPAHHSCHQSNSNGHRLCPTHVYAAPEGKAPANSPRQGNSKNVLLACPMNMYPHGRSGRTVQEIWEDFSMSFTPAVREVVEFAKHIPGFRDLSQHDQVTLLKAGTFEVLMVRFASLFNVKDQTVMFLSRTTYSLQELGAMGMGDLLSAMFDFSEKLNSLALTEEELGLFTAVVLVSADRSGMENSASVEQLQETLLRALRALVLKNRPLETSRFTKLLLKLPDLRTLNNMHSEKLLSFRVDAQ
GC-B act = GC-B (human) receptor activation; activation, % at 10 µM; P20594; HEK293-GC-B cells, CNP EC30, cGMP TR-FRET; 0% at EC30 CNP, 100% saturating CNP; AID 1920062; 370,000 compounds, 0.11% hits;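 active means activation at 10 µM reaching about 35% in either raw or pattern-adjusted values, limit read from the data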
* marks the source's active call; other numbers are inactive results; · = not tested or not shown.

canonical_smiles	SMARCA2 act	ARFGAP1 inhibitor	PG9 binder	ABHD4 inh	HTRA1 inh	ASAP1 inh	rCAG binder	NPR1 activator	Rev-erbA mod	GC-B act
O=C(Cc1cn(-c2ccccc2)nc1-c1ccccc1)N1CCCCC1	-2	14	-0.3	-2	-15	0	0	-2	-2	-4
Cc1ccc(NC(=O)CCc2nnc3ccc(N4CCC5(CC4)OCCO5)nn23)cc1F	-3	9	-0.3	-2	-2	-2	-2	2	4	-8
Cc1cccc(CCNC(=O)CC2C(=O)NCCN2CC2CCCCC2)n1 (configuration not stated)	2	5	-2.8	-2	0	5	-6	1	2	1
Cc1nn(CC(=O)Nc2c(F)c(F)cc(F)c2F)c(=O)c2cccn12	-2	-5	-1.0	6	-4	-5	2	-3	1	-1
CC(=O)c1ccccc1NC(=O)c1ccc2c(c1)NC(=O)C(C)S2 (configuration not stated)	2	2	-1.8	8	-36	-8	6	-2	3	2
Nc1cc2c(cc1[N+](=O)[O-])-c1ccccc1C2=NO	0	3	-3.1	49*	9	19	44*	12	11	-1
CC1(C)CC(=O)c2sc(NS(C)(=O)=O)nc2C1	-3	6	1.9	3	1	-11	-1	2	4	6
CN1CCN(C(=O)C[C@@H]2C=C[C@H](NS(=O)(=O)c3cccc(F)c3)[C@@H](CO)O2)CC1	-3	1	-1.1	1	·	5	1	2	2	3
CC(Oc1ccc2c3c(c(=O)oc2c1)CCC3)C(=O)N[C@@H](Cc1ccccc1)C(=O)O (some centres not stated)	0	10	1.6	-2	4	-4	19	-1	0	-4
CCc1ccc2c(c1)C(=O)CCC2	-1	-3	2.5	-8	-8	10	6	4	0	-2
O=C(Nc1ccccc1Cl)N1C2CCC1CC(O)(c1cccnc1)C2 (configuration not stated)	0	-10	-1.9	0	4	-8	3	-2	2	4
COC(=O)c1ccccc1NC(=O)CCC(=O)N1CCSc2ccccc21	0	3	0.4	-5	-9	0	2	-4	5	-2
CNC(=O)C1CC(=O)N(c2ccc(OCC(=O)Nc3ccc(F)cc3)cc2)C1 (configuration not stated)	0	-4	-0.1	-15	-2	1	10	1	0	-4
Cc1ccc(O)c(NC(=S)NC(=O)c2ccccc2Cl)c1	0	-3	-0.2	-11	-8	-4	3	0	0	-4
CCCOc1ccc(C(F)(F)F)cc1NC(=O)c1cc(C)on1	1	9	0.8	2	-2	-9	-1	0	9	1
COc1ccc(CCNC(=O)C2CCCN(S(=O)(=O)c3ccc(OC)cc3)C2)cc1 (configuration not stated)	-4	-12	0.1	-1	-1	5	-5	-3	-1	1
COc1ccc(CCN2C(=O)c3ccccc3C2c2nnnn2-c2ccc3c(c2)OCCO3)cc1OC (configuration not stated)	4	4	0.0	-1	·	9	-1	0	5	-3
COC(=O)[C@]12C[C@H](CC(=O)N3CCCCC3)C(=O)N(Cc3cccc4ccccc34)C1=C[C@H](C(C)C)O[C@@H]2C1CC1	-3	·	·	3	·	·	1	-13	2	-5
COc1ccc(/C(N)=N/OC(=O)Cc2cccs2)cc1	7	4	1.2	-8	-7	-9	47*	2	-2	1
C[C@@H](CN1C2=NC[C@H](Cc3ccccc3)N2C[C@H]1Cc1ccc(O)cc1)NC(=O)CCC1CCCCC1	0	3	-0.5	13	-15	8	1	3	-4	-4
Cc1ccc(-c2nc(S(=O)(=O)c3ccc(C)cc3)c(N3CCOCC3)o2)cc1	-2	9	0.9	-3	3	-15	0	-1	-1	2
CCc1c(C(=O)N2CCCN(C)CC2)csc1C	-1	-8	-1.8	-1	-10	7	-1	2	6	2
CC(C)n1c(CCC(=O)O)ccc1-c1ccccc1	1	-10	1.2	0	-10	1	3	2	7	-3
O=C(NNc1nc2ccccc2s1)C1CC1	0	4	-1.3	11	-2	6	-3	2	0	-2
CC(=O)c1cccc(OCC(=O)N(CCC2=CCCCC2)c2c(N)n(Cc3ccccc3)c(=O)[nH]c2=O)c1	1	2	0.2	-5	-3	3	8	2	-1	-1
O=C(O)c1ccc(Sc2nnc(-c3cccc(Br)c3)o2)c([N+](=O)[O-])c1	2	8	-2.0	28	0	3	9	-1	-2	4
Cc1cc(Oc2ccc(OCC(N)=O)nn2)nc(Cl)n1	5	7	-2.7	-3	-4	2	-1	-2	6	-3
Cc1ccccc1CC(=O)N1CCN(C(=O)C2CCCO2)CC1 (configuration not stated)	0	-13	-0.7	-1	8	-11	-2	2	-3	-1
COc1ccc(Cl)cc1NC(=O)CN(C)C(=O)CCNC(=O)c1ccccc1OC	0	-3	-1.7	-3	-1	-12	-3	-5	-2	-1
Cc1ccc(-n2nc3c(=O)n(C(C)C(=O)NCc4ccco4)nc(C)c3c2C)cc1 (configuration not stated)	-1	3	0.8	1	2	10	-4	-1	-1	-1
Cc1nc2nc(-c3ccccc3)cn2nc1C	3	0	1.5	10	0	9	-1	6	-6	2
O=Cc1cn[nH]c1-c1cccc([N+](=O)[O-])c1	1	-9	-1.6	2	5	-7	4	0	0	-3
CC(C)N=C1SCC(C)(/C=N/O)S1 (configuration not stated)	2	-3	0.1	5	5	3	0	-4	-3	-1
COCCNC(=O)c1cccc2c1C(=O)c1ccc(N3CCOCC3)cc1S2(=O)=O	-1	6	0.0	-14	-7	3	-6	1	0	-1
COC(=O)C1=C(C)N(Cc2ccccc2C(F)(F)F)C(=NCc2ccc3c(c2)OCO3)NC1c1ccccc1C(F)(F)F (configuration not stated)	-4	6	0.6	-5	·	16	3	2	4	-11
O=C(Nc1ccc(Cl)c(C(F)(F)F)c1)NC1CC2CCCC(C1)N2Cc1ccccc1 (configuration not stated)	-7	1	-1.8	-4	·	6	20	-19	-2	-4
CCCc1ccc(OCC(O)CN2CCN(C(=O)OCC)CC2)cc1 (configuration not stated)	-2	2	-2.7	-3	9	-6	-9	4	0	3
O=c1c2c(-c3ccc([N+](=O)[O-])cc3)csc2nc2n1CCC2	-1	2	0.1	3	4	5	1	0	3	0
CCCCC(=O)Nc1nnc(S(=O)(=O)N2CCCCCC2)s1	-3	0	-1.5	-2	1	-9	0	1	2	3
CN(C)/C=N/NC(=O)C1Cc2c(ccc3ccccc23)O1 (configuration not stated)	-1	7	0.1	0	5	5	-2	1	-4	7
c1ccc2c(c1)CSc1sccc1C2=C1CCNCC1	-2	4	-1.8	3	-11	-1	10	-33	-2	-21
COc1ccc(S(=O)(=O)N2CCCN(S(=O)(=O)c3ccc(OC)cc3C)CC2)c(C)c1	-1	14	-0.9	-8	-5	-3	-4	3	2	-2
CC(C)C[C@H](NC(=O)N1CC(=O)Nc2ccccc21)C(=O)N[C@H](Cc1c[nH]c2ccccc12)C(=O)O	-3	0	-1.1	2	0	-9	10	-2	-1	-9
CC(C)OCCCNC(=O)CN1C(=O)c2cccc3cccc1c23	-2	-1	0.2	6	-12	16	-4	3	-2	1
c1ccc(-c2cnn3c(-c4ccccc4)c(-c4ccccc4)nc3n2)cc1	-3	0	-0.1	-3	-3	0	1	-8	123*	-2
CCC(C)(c1ccc(C(=O)OC)s1)c1ccc(C(=O)OC)s1	0	1	-0.7	-9	-14	-2	-4	-14	4	-11
CCOC(=O)CSc1nc(N)c(C#N)c(CC(C)C)c1C#N	4	4	-3.6	-8	-7	9	-6	-4	7	-3
CCOC(=O)N1CC=C2C(C#N)=C(N)C(C#N)(C#N)[C@H](c3ccc(OC(C)C)c(OCC)c3)[C@H]2C1	0	0	2.9	-2	-4	9	12	1	-1	-2
O=C(NCC1CCCCC1)c1ccc2nc([C@H]3C[C@H](O)[C@@H](CO)O3)[nH]c2c1	0	14	-1.5	-6	·	14	-2	3	4	-3
COc1cccc(NC(=O)CSc2nc(N)cc(N)n2)c1	-1	4	0.9	8	8	-8	0	-1	-7	0

Fetched by structure from above:
canonical_smiles	SMARCA2 act	ARFGAP1 inhibitor	PG9 binder	ABHD4 inh	HTRA1 inh	ASAP1 inh	rCAG binder	NPR1 activator	Rev-erbA mod	GC-B act
CNC(=O)C1CC(=O)N(c2ccc(OCC(=O)Nc3ccc(F)cc3)cc2)C1 (configuration not stated)	0	-4	-0.1	-15	-2	1	10	1	0	-4
CC(C)OCCCNC(=O)CN1C(=O)c2cccc3cccc1c23	-2	-1	0.2	6	-12	16	-4	3	-2	1
CCc1ccc2c(c1)C(=O)CCC2	-1	-3	2.5	-8	-8	10	6	4	0	-2
O=C(NCC1CCCCC1)c1ccc2nc([C@H]3C[C@H](O)[C@@H](CO)O3)[nH]c2c1	0	14	-1.5	-6	·	14	-2	3	4	-3

More entries:
canonical_smiles	SMARCA2 act	ARFGAP1 inhibitor	PG9 binder	ABHD4 inh	HTRA1 inh	ASAP1 inh	rCAG binder	NPR1 activator	Rev-erbA mod	GC-B act
N#C/C(=C\c1cccs1)C(=O)Nc1ccccn1	4	-9	-0.3	-3	2	4	2	-1	6	-3
NC1=NC(c2cccc(O)c2)n2c(nc3ccccc32)N1 (configuration not stated)	-1	13	2.7	-4	8	-10	2	2	-2	-1
O=C(NCCN1C(=O)C2C3C=CC(C3)C2C1=O)N1CCCCC1 (configuration not stated)	-1	3	-0.1	-7	2	-4	-2	3	-2	-3
Cn1cnnc1SCC(=O)Nc1ccc(N2CCOCC2)cc1	-1	2	-1.0	-2	0	-2	-1	0	0	-3
O=C(c1ccco1)N1CCN(C(=O)c2ccccc2[N+](=O)[O-])CC1	-2	10	-0.8	1	0	10	0	1	2	4
O=S(=O)(N/N=C/c1ccccc1F)c1ccccc1	-2	-6	-0.2	-5	-4	0	1	-3	-3	6
CCCNC(=O)c1cc(C2CCCCN2C(=O)c2ccc(OC)cc2)on1 (configuration not stated)	5	-2	-0.4	-9	·	-8	-2	1	2	-2
COc1cc(CNCCO)ccc1OCC(=O)Nc1ccc(Br)cc1	3	3	-1.3	-2	-6	-2	1	2	-8	-4
COc1ccccc1NS(=O)(=O)c1cc(NC(=O)c2ccncc2)ccc1N1CCCC1	7	-4	-0.1	-10	-10	-8	4	-14	6	-1
Nc1ccc2oc3ncccc3c(=O)c2c1	1	-5	-0.6	3	5	0	0	-1	-1	-7
Cc1ccc(-c2nc(C3CCCN(S(=O)(=O)c4ccc(C)cc4)C3)no2)cc1 (configuration not stated)	-2	2	-1.3	1	-19	1	3	9	9	-3
CCCCCc1cc(=O)[nH]c(=S)[nH]1	-1	1	-2.7	0	1	-3	-1	-2	-6	-4
C=CCN1C(=O)CSc2ccc(C(=O)NCc3ccc(F)cc3)cc21	-3	6	2.9	-3	3	8	-2	-2	-3	7
CNC(=O)C(=O)NCC1CCCN1S(=O)(=O)c1cccs1 (configuration not stated)	-4	-1	-0.7	-8	-1	-2	8	2	1	-2
Cc1cc2c(c(SCC(=O)NCc3ccccc3Cl)n1)C(=O)OC2	0	-16	1.4	0	7	3	-3	2	2	0
